Screening data as filed in PubChem BioAssay.
LYP phosphatase – inhibitors of LYP phosphatase, biochemical, fluorescence intensity, uHTS (AID 1779); Tyrosine-protein phosphatase non-receptor type 22 (Homo sapiens); recombinant LYP phosphatase, fluorescence intensity; higher % means a stronger effect; inhibition, % at 11.5 µM; hits with a dose series show IC50 in µM; 0.054% of 290,000 active;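 also: plate controls were vehicle with enzyme for no effect and no enzyme for full effect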
Myeloid diff 2 – induction of myeloid progenitor differentiation, primary screen, cell-based, flow cytometry, MLPCN library | ER-HoxA9 myeloid progenitors, lysozyme-GFP differentiation | calls only at 10 µM | 1% of 360,000 active;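 active = normalized GFP-positive differentiation at or above the plate's own cutoff, the solvent-only control mean plus 3 SD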;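 also: cells exposed to compound for four days before flow analysis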
human PMI inhibitors – human PMI inhibitors, high substrate, primary screen, biochemical, fluorescence intensity, high mannose 6-phosphate (AID 1220); 0.66% of 190,000 active; recombinant PMI enzyme, coupled fluorescence intensity; higher % means a stronger effect; one-dose inhibition, % at 20 µM; IC50 in µM for titrated hits; Mannose-6-phosphate isomerase (Homo sapiens)
M17LAP inhibition – P. falciparum M17LAP inhibitors, primary screen, biochemical, fluorogenic H-Leu-NHMec substrate, 1536-well (AID 1619); Leucine aminopeptidase (Plasmodium falciparum (isolate 3D7)); recombinant M17LAP, H-Leu-NHMec fluorogenic kinetic assay; higher % means a stronger effect; inhibition, % at 30 µM, or IC50 in µM where a hit was titrated; 0.38% of 220,000 active;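 active = compound inhibiting the enzyme by more than half at any dose during confirmatory dose-response retesting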;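 also: plate controls were full reaction with DMSO carrier for no effect and no enzyme background for full effect; strong numbers were not always called active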
P. falciparum M1AAP – P. falciparum M1AAP inhibitors, biochemical, fluorogenic H-Leu-NHMec substrate, 1536-well (AID 1445); Aminopeptidase N (Plasmodium falciparum (isolate 3D7)); recombinant M1AAP, H-Leu-NHMec fluorogenic kinetic assay; higher % means a stronger effect; inhibition, % at 30 µM; hits with a dose series show IC50 in µM; 0.42% of 220,000 active;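 active = primary inhibition above the hit cutoff, then over 50% inhibition at one or more dose response concentrations, cut at about 23% in these data, passing the limit was not always enough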;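 also: plate controls were DMSO full reaction for no effect and no enzyme background for full effect; strong numbers were not always called active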
XIAP antagonists – XIAP antagonists, biochemical, IAP family, fluorescence polarization (AID 1018). 0.007% of 200,000 active. XIAP BIR domain, fluorescence polarization peptide displacement; higher % means a stronger effect. displacement, % at 20 µM, or IC50 in µM where a hit was titrated; in the data active = displacement above about 50%; also: a part of the inactive calls stands beside numbers as strong as those of hits
TNAP activators – human TNAP enzyme activators, primary screen, biochemical, luminescent, no phosphate acceptor, uHTS (AID 1001). Alkaline phosphatase, tissue-nonspecific isozyme (Homo sapiens). purified TNAP, luminescent activation assay, no phosphate acceptor; higher activation fold means a stronger effect. one-dose activation fold at 20 µM; EC50 in µM for titrated hits. 0.03% of 200,000 active; in the data active = activation fold from about 3, or a potency from the dose series; inactive = the rest, 99 in 100 with activation fold below about 1.6; also: many of its hits are not listed in these tables
ER stress rescue – rescue of cells from ER stress-induced death, primary screen, 384-well, CSM14.1, thapsigargin, ATP luminescence (AID 1222); one-dose cellular ATP content (survival), % at 20 µM; EC50 in µM for titrated hits; 190,000 tested, under 10 active; CSM14.1 thapsigargin-induced death rescue, ATP luminescence; higher % means a stronger effect;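 active = EC50 below 50 µM in the dose-response confirmation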;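 also: death triggered by thapsigargin at about 15 µM added after 2 h compound pretreatment; cell ATP read after overnight thapsigargin exposure of roughly 18 to 22 hours; normalized against plate controls of thapsigargin alone and 5% DMSO vehicle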
human PMI inhibition – inhibitors of human PMI, primary screen, biochemical, fluorescence intensity, coupled assay (AID 1209) | inhibition, % at 20 µM, or IC50 in µM where a hit was titrated | purified PMI enzyme, coupled fluorescence intensity; higher % means a stronger effect | 0.42% of 190,000 active;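 also: plate controls were DMSO vehicle for no effect and wells lacking substrate for full effect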
Myeloid diff 2 GFP+ MAC1+ % – recorded beside Myeloid diff 2, whose call it bears; GFP+ MAC1+ double positive, %; measured here: differentiation confirmed by MAC1 staining
* marks the source's active call; other numbers are inactive results. Rule as the data show it, unless noted: active = inhibition above about 50%; inactive = the rest. The order is random; about 2.7% have a hit in one of these screens.

How did COc1cccc(-c2cc(C(=O)N3CC4(C)CC3CC(C)(C)C4)no2)c1 (stereo not drawn) do in these assays?
LYP phosphatase: 0.1%; Myeloid diff 2: inactive; human PMI inhibitors: 13.7%; M17LAP inhibition: -4.5%; P. falciparum M1AAP: 7.6%; XIAP antagonists: -7.4%; TNAP activators: 1; ER stress rescue: 0.1%; human PMI inhibition: 13.2%; Myeloid diff 2 GFP+ MAC1+ %: 3.9

What do the screens show for `COc1cccc(C(O)c2nc3ccccc3n2C(C)C)c1` (stereo not drawn)?
LYP phosphatase: -7.4%; Myeloid diff 2: inactive; human PMI inhibitors: -4.4%; M17LAP inhibition: -6.9%; P. falciparum M1AAP: -1.3%; XIAP antagonists: 1.9%; TNAP activators: 1.1; ER stress rescue: -2.5%; human PMI inhibition: 0.1%; Myeloid diff 2 GFP+ MAC1+ %: 1.9

How did Cc1[nH]c2c(C)cccc2c1CCNC(=O)C1CCCCC1C(=O)OCC(F)(F)F (stereo not drawn) do in these assays?
LYP phosphatase: -1.3%; Myeloid diff 2: inactive; human PMI inhibitors: 16.9%; M17LAP inhibition: -5.3%; P. falciparum M1AAP: -0.7%; XIAP antagonists: -4.5%; TNAP activators: 1.1; ER stress rescue: -0.1%; human PMI inhibition: 22.2%; Myeloid diff 2 GFP+ MAC1+ %: 0.3

How did CSc1nc2[nH]ncc2c(=O)[nH]1 do in these assays?
LYP phosphatase: -7.8%; Myeloid diff 2: inactive; human PMI inhibitors: -4.4%; M17LAP inhibition: 15.3%; P. falciparum M1AAP: 2.4%; XIAP antagonists: -3.4%; TNAP activators: 1.1; ER stress rescue: -3.8%; human PMI inhibition: 1.4%; Myeloid diff 2 GFP+ MAC1+ %: 0.7

How did Cc1ccc(-n2c(C)nc3c(cnn3-c3ccc(F)cc3)c2=O)cc1C do in these assays?
LYP phosphatase: -4.0%; Myeloid diff 2: inactive; human PMI inhibitors: 6.0%; M17LAP inhibition: -5.2%; P. falciparum M1AAP: -7.7%; XIAP antagonists: -3.7%; TNAP activators: 1; ER stress rescue: -1.2%; human PMI inhibition: -2.6%; Myeloid diff 2 GFP+ MAC1+ %: 1.4

How did C=CCn1c(C)cc(C(=O)CSc2nnc(-c3cccc(S(=O)(=O)N(CC)CC)c3)o2)c1C do in these assays?
LYP phosphatase: 5.3%; Myeloid diff 2: inactive; human PMI inhibitors: 7.8%; M17LAP inhibition: 4.2%; P. falciparum M1AAP: 4.8%; XIAP antagonists: -8.1%; TNAP activators: 1; ER stress rescue: 0.8%; human PMI inhibition: 14.4%; Myeloid diff 2 GFP+ MAC1+ %: 0.2

How did CCC(=O)OCCNc1cc(Sc2nccn2C)c2nonc2c1[N+](=O)[O-] do in these assays?
LYP phosphatase: -6.5%; human PMI inhibitors: 50.8%*; M17LAP inhibition: 4.8%; P. falciparum M1AAP: 10.9%; XIAP antagonists: -6.7%; TNAP activators: 0.9; ER stress rescue: -2.8%; human PMI inhibition: 20.4%

Results for Cc1cc(C)nc(NC2=NCC(=O)N2CCc2c[nH]c3ccccc23)n1 ?
LYP phosphatase: -0.6%; Myeloid diff 2: inactive; human PMI inhibitors: 5.1%; M17LAP inhibition: 0.1%; P. falciparum M1AAP: 1.1%; XIAP antagonists: 1.0%; TNAP activators: 1; ER stress rescue: -3.0%; human PMI inhibition: 1.8%; Myeloid diff 2 GFP+ MAC1+ %: 0.8

Results for O=[N+]([O-])c1ccc(COc2ccc(CNc3ccccc3)cc2)cc1 ?
LYP phosphatase: 3.3%; Myeloid diff 2: inactive; human PMI inhibitors: 5.5%; M17LAP inhibition: 3.4%; P. falciparum M1AAP: 4.8%; XIAP antagonists: -0.8%; TNAP activators: 1.1; ER stress rescue: -0.2%; human PMI inhibition: 7.7%; Myeloid diff 2 GFP+ MAC1+ %: 0.2

How did CC1CN(c2ccc(NC(=S)Nc3ccc(N4CC(C)OC(C)C4)cc3)cc2)CC(C)O1 (stereo not drawn) do in these assays?
LYP phosphatase: -3.5%; Myeloid diff 2: inactive; M17LAP inhibition: -2.5%; P. falciparum M1AAP: 0.7%; Myeloid diff 2 GFP+ MAC1+ %: 0.3

How did Cc1nc2sc(C(c3ccco3)N3CCC(Cc4ccccc4)CC3)c(O)n2n1 (stereo not drawn) do in these assays?
LYP phosphatase: -4.8%; Myeloid diff 2: inactive; human PMI inhibitors: -10.9%; M17LAP inhibition: 3.6%; P. falciparum M1AAP: 11.2%; XIAP antagonists: -1.1%; TNAP activators: 1; ER stress rescue: -1.5%; human PMI inhibition: -13.1%; Myeloid diff 2 GFP+ MAC1+ %: 4.1

How did COc1ccc(-n2c(Cn3c(=O)sc4ccccc43)nnc2SCC(=O)N2CCCCC2)cc1 do in these assays?
LYP phosphatase: -5.9%; Myeloid diff 2: inactive; human PMI inhibitors: 6.3%; M17LAP inhibition: -7.2%; P. falciparum M1AAP: 1.3%; XIAP antagonists: -6.9%; TNAP activators: 1.1; ER stress rescue: 0.6%; human PMI inhibition: -0.1%; Myeloid diff 2 GFP+ MAC1+ %: 6.4

Results for Cc1nc(S(=O)(=O)NC2CCCCC2)c(C#N)c(C)c1Cl ?
LYP phosphatase: -2.5%; Myeloid diff 2: inactive; human PMI inhibitors: -2.9%; M17LAP inhibition: 2.8%; P. falciparum M1AAP: 3.8%; XIAP antagonists: -3.3%; TNAP activators: 1.1; ER stress rescue: -0.2%; human PMI inhibition: -6.3%; Myeloid diff 2 GFP+ MAC1+ %: 0.3

How did CC(=O)c1nn(-c2cccc(Br)c2)cc1C(=O)c1ccc(C)cc1 do in these assays?
LYP phosphatase: 1.8%; Myeloid diff 2: inactive; human PMI inhibitors: 0.6%; M17LAP inhibition: -6.8%; P. falciparum M1AAP: 9.5%; XIAP antagonists: -2.7%; TNAP activators: 1.1; ER stress rescue: -1.9%; human PMI inhibition: -2.3%; Myeloid diff 2 GFP+ MAC1+ %: 0.5

How did Cc1nc(S(=O)(=O)Cc2ccccc2)nc2c1CCC2 do in these assays?
LYP phosphatase: -6.4%; Myeloid diff 2: inactive; human PMI inhibitors: 7.6%; M17LAP inhibition: -6.2%; P. falciparum M1AAP: 8.3%; XIAP antagonists: -4.1%; TNAP activators: 1.1; ER stress rescue: -0.8%; human PMI inhibition: 6.9%; Myeloid diff 2 GFP+ MAC1+ %: 0.5

How did O=C(COc1ccc2oc(-c3ccco3)cc(=O)c2c1)N1CCCCC1 do in these assays?
LYP phosphatase: -10.0%; Myeloid diff 2: inactive; human PMI inhibitors: -0.6%; M17LAP inhibition: -6.0%; P. falciparum M1AAP: 14.1%; XIAP antagonists: -0.7%; TNAP activators: 1.1; ER stress rescue: -1.5%; human PMI inhibition: 1.3%; Myeloid diff 2 GFP+ MAC1+ %: 0.7

What do the screens show for `CN(C1CCCCC1)S(=O)(=O)c1ccc(-c2ccccn2)s1`?
LYP phosphatase: -0.4%; Myeloid diff 2: inactive; M17LAP inhibition: -4.9%; P. falciparum M1AAP: 2.8%; Myeloid diff 2 GFP+ MAC1+ %: 0.6

How did CCOP(=O)(OCC)C(NC(=O)Nc1ccccc1)C(N)=O (stereo not drawn) do in these assays?
LYP phosphatase: -10.2%; Myeloid diff 2: inactive; human PMI inhibitors: -7.8%; M17LAP inhibition: 1.1%; P. falciparum M1AAP: 0.8%; XIAP antagonists: -2.4%; TNAP activators: 1; ER stress rescue: -1.2%; human PMI inhibition: -12.5%; Myeloid diff 2 GFP+ MAC1+ %: 0.3

What do the screens show for `Cc1ccc(S(=O)(=O)N2CCN(C)CC2)cc1-c1nnc2c3ccccc3c(C)nn12`?
LYP phosphatase: 3.4%; Myeloid diff 2: inactive; human PMI inhibitors: -7.5%; M17LAP inhibition: 0.6%; P. falciparum M1AAP: 2.3%; XIAP antagonists: -0.4%; TNAP activators: 1.1; ER stress rescue: -0.3%; human PMI inhibition: -1.2%; Myeloid diff 2 GFP+ MAC1+ %: 0.9

Results for Cc1ccc2nc3c(nc2c1)-c1ccccc1C3=O ?
LYP phosphatase: -9.0%; Myeloid diff 2: inactive; human PMI inhibitors: -81.5%; M17LAP inhibition: -4.4%; P. falciparum M1AAP: 1.8%; XIAP antagonists: -0.1%; TNAP activators: 1.1; ER stress rescue: -3.1%; human PMI inhibition: -52.5%; Myeloid diff 2 GFP+ MAC1+ %: 2.6

Results for COc1ccc(-c2noc(C3CCCN(C(=O)c4ccccc4OC)C3)n2)cc1OC (stereo not drawn) ?
LYP phosphatase: -5.0%; Myeloid diff 2: inactive; human PMI inhibitors: -12.2%; M17LAP inhibition: -6.5%; P. falciparum M1AAP: 0.1%; XIAP antagonists: -1.0%; TNAP activators: 1; ER stress rescue: -0.7%; human PMI inhibition: -13.9%; Myeloid diff 2 GFP+ MAC1+ %: 2.2

What do the screens show for `CC12CN(C(=S)Nc3ccccc3)CC(C)(CN(C(=S)Nc3ccccc3)C1)C2=O`?
LYP phosphatase: -10.9%; Myeloid diff 2: inactive; human PMI inhibitors: 8.5%; M17LAP inhibition: 3.4%; P. falciparum M1AAP: 2.7%; XIAP antagonists: -6.3%; TNAP activators: 1; ER stress rescue: 0.1%; human PMI inhibition: 11.6%; Myeloid diff 2 GFP+ MAC1+ %: 0.9

What do the screens show for `Cn1c(=O)[nH]c(=O)c2c1nc(NCCCn1ccnc1)n2Cc1cccc(Br)c1`?
LYP phosphatase: -9.1%; Myeloid diff 2: inactive; human PMI inhibitors: -6.9%; M17LAP inhibition: 4.8%; P. falciparum M1AAP: 11.2%; XIAP antagonists: -4.2%; TNAP activators: 1.4; ER stress rescue: 2.2%; human PMI inhibition: -3.4%; Myeloid diff 2 GFP+ MAC1+ %: 0.2

Results for O=C(c1cc2cc(Cl)ccc2oc1=O)N1CCOCC1 ?
LYP phosphatase: -5.6%; Myeloid diff 2: inactive; human PMI inhibitors: 1.3%; M17LAP inhibition: -2.7%; P. falciparum M1AAP: 4.4%; XIAP antagonists: -5.5%; TNAP activators: 1; ER stress rescue: -0.1%; human PMI inhibition: 3.9%; Myeloid diff 2 GFP+ MAC1+ %: 1.0

How did Clc1cccc(Cl)c1CSc1nnc(-c2ccncc2)s1 do in these assays?
LYP phosphatase: -7.2%; Myeloid diff 2: inactive; M17LAP inhibition: -3.2%; P. falciparum M1AAP: -2.0%; Myeloid diff 2 GFP+ MAC1+ %: 0.2
